# NCI-60 one-dose screen, 48 h, at 10 µM unless noted. Numbers give growth in % (100 = growth as untreated, 0 = no growth, -100 = all killed).
# NCI-H522 = NCI-H522 lung cancer; AID 1794739; hit rate 8% among 78,000
# NCI/ADR-RES = NCI/ADR-RES ovarian cells; hit rate 4.4% among 81,000
# NCI-H23 = NCI-H23 lung cancer. hit rate 4% among 80,000. AID 1794731
# IGROV1 = IGROV1 ovarian cancer. AID 1794786. hit rate 4.7% among 79,000
# NCI-H226 = NCI-H226 lung cancer; hit rate 3.5% among 79,000
# NCI-H460 = NCI-H460 lung cancer | hit rate 6.8% among 82,000
# COLO 205 = COLO 205 colon cancer; hit rate 7.3% among 79,000
# KM12 = KM12 colon cancer cells; AID 1794800; hit rate 5% among 82,000
# NCI-H322M = NCI-H322M lung cancer; AID 1794733; hit rate 2.7% among 80,000
# Active calls of the source: *; nt = not tested or not shown; & = joins results of further samples; [ ] = another dose, or the depositor's remark. The calls were made as follows: active = growth percent below 10; inactive = the rest.
# Screens in order: NCI-H522	NCI/ADR-RES	NCI-H23	IGROV1	NCI-H226	NCI-H460	COLO 205	KM12	NCI-H322M
> COc1cc(/C=C/C(=O)c2cc(-c3ccc(O)cc3)ccc2O)cc(OC)c1OC
 : 55	63	84	78	108	64	93	81	84
> N#Cc1c(-c2ccccc2)[nH]c(=S)[nH]c1=O
 : 96	105	103	103	99	110	111	98	104
> CC(C)OC(=O)N1CCOCC1
 : 96	108	98	nt	101	107	101	100	106
> N#Cc1ccc(Cn2cc(CSc3nc4ccccc4s3)nn2)cc1
 : 88	95	94	92	nt	99	116	96	90
> OC(c1ccccc1)C(O)c1ccccc1 (stereo not drawn)
 : 95	99	99	99	88	108	111	101	98
> CN(Cc1ccccc1)c1ccc(SC#N)cc1
 : 45	87	90	99	111	87	66	40	95
> CN1CCN(Cc2ccc(NC(=O)c3cncc(C#Cc4cnc(N)c5cnccc45)c3)cc2C(F)(F)F)CC1
 : 11	66	4.5*	-8.3*	-28*	-9.5*	-20*	3.8*	13
> COc1nc2ccccc2cc1/C=C1/C=C(c2ccccc2)OC1=O
 : 100	98	90	91	92	111	117	102	94
> C[C@H]1[C@H](C)CC[C@]2(C(=O)O)CC[C@]3(C)C(=CC[C@@H]4[C@@]5(C)C/C(=C/c6ccco6)C(=O)C(C)(C)[C@@H]5CC[C@]43C)[C@H]12
 : -83*[100 µM]	-59*[100 µM]	-81*[100 µM]	-60*[100 µM]	-52*[100 µM]	-56*[100 µM]	-61*[100 µM]	-73*[100 µM]	-73*[100 µM]
> NC(N)=NS(=O)(=O)c1ccc(N=Nc2c(N)[nH]n(-c3ccccc3)c2=O)cc1
 : 99	99	96	109	94	106	108	90	104
> N#CC(C#N)=C/C=C/c1ccccc1
 : 91	110	98	116	118	111	139	96	103
> Nc1cccc(S(N)(=O)=O)c1
 : nt	98	104	101	106	113	129	117	120
> CCOC(=O)C1=C(C(=O)c2ccccc2)C(c2ccc(O)cc2)NC(=S)N1 (stereo not drawn)
 : 93	107	108	106	106	106	118	103	98
> O=C1C=CC(=O)N1c1ccccc1N1C(=O)C=CC1=O
 : nt	119	115	95	101	111	58	117	122
> Cn1c(=O)c2c(nc(-c3cccc(OCCCCl)c3)n2C)n(C)c1=O
 : 80	98	90	nt	90	109	107	97	nt
> O=[N+]([O-])c1ccc(N=Nc2c(Cl)cc(O)cc2Cl)cc1
 : nt	-20*	-23*	6.7*	10	-4.3*	35	-40*	-12*
> COc1ccc2cc1Oc1ccc(cc1)C[C@H]1c3cc(c(OC)cc3CCN1C)Oc1c(OC)c(OC)cc3c1[C@H](C2)N(C)CC3
 : 1.4*	57	93	nt	nt	45	nt	nt	nt
> COc1ccc(C2=NNC(c3cc(OC)c(OC)c(OC)c3)C2)cc1 (stereo not drawn)
 : 63	75	68	102	65	95	108	99	94
> CC(=O)COC(=O)c1ccccc1
 : nt	107	101	117	112	106	121	100	125
> CC1=C(C(=O)OCC2CCN(C(=O)OC(C)(C)C)CC2)[C@@H](c2cccc(Br)c2)C2=C(CC(C)(C)CC2=O)N1
 : 42	50	68	49	nt	14	51	45	74
> O=C(/C=C/c1cccnc1Cl)c1ccccc1O
 : 24	100	93	113	85	104	121	93	93
> O=S(=O)(NCCCNc1nccc(-c2c(-c3cccc(F)c3)nc3sccn23)n1)c1ccc(C(F)(F)F)cc1
 : 86	87	90	66	77	99	91	89	104
> C/C(=N\OC(=O)Nc1ccccc1)c1ccccc1
 : 99	107	105	106	95	103	114	107	99
> COC(=O)[C@H](C)NC(=O)NC(=O)NC(=O)CI
 : -75*	90	86	nt	89	104	32	98	103
> Cc1ccc(S(=O)(=O)N2CCC(O)(c3ccccc3)CC2)cc1
 : nt	113	115	119	95	101	108	110	110
> Cc1nc(C#N)c(N2CCC(c3nc(-c4ccccc4)no3)CC2)o1
 : 93	102	100	102	96	100	116	101	92
> CC(C)(C)CC(C)(C)c1ccc(O)cc1O
 : 120	107	99	103	93	98	111	98	104
> COc1ccc2cc(C(C)NC(=O)Nc3ccc(S(N)(=O)=O)cc3)ccc2c1 (stereo not drawn)
 : nt	65	93	nt	93	97	112	95	118
> Nc1ccccc1-c1ccc(Cl)cc1
 : 77	66	70	93	91	80	81	77	89
> CCCCSc1ncc(C)c(N(C)C)n1
 : 96	101	98	100	92	101	108	102	98

# Screens in order: NCI-H522	NCI/ADR-RES	NCI-H23	IGROV1	NCI-H226	NCI-H460	COLO 205	KM12	NCI-H322M
> COc1cc2ccccc2cc/c1=N\O
 : 84	94	106	88	78	108	90	107	121
> O=[N+]([O-])c1cccc(C(F)(F)F)c1
 : 85	106	101	105	99	98	108	119	132
> COc1nc(NCC(C)C)nc(NCC(C)C)n1
 : 98	95	96	103	92	102	106	100	112
> N=Nc1nc(Nc2[nH]c3ccccc3c2O)n[nH]1
 : 92	104	108	86	99	104	113	98	105
> c1ccc(Sc2ccncc2)cc1
 : 97	103	101	126	102	108	110	104	110
> Cn1c2c(c3ccc(-c4ccn[nH]4)cc3c1=O)C(=O)c1ccccc1-2
 : 49	53	25	46	0.6*	1.7*	54	16	87
> COc1ccc2[nH]cc(/C=C3/C(=O)Nc4ccc(Cl)cc43)c2c1
 : -7.3*	50	38	54	60	46	64	3.1*	57
> O=C(NCCc1ccc(O)c(O)c1)c1cc(Cl)ccc1Nc1ccnc(C(F)(F)F)c1
 : 35	89	90	87	114	105	103	92	88
> CC1C=CC(C(N)C(=O)O)O1 (stereo not drawn)
 : 95	107	93	106	97	105	109	107	111
> O=c1cc(C2NCCc3c2[nH]c2ccccc32)c2ccc(O)cc2o1 (stereo not drawn)
 : 96	90	92	78	94	98	104	97	93
> C[C@@H](C[C@H](CCOC(=O)N(C)C)c1ccccc1)c1cc2ccccc2o1
 : 85	97	94	86	91	95	101	88	95
> CCOC(=O)Cn1c(O)c(N=Nc2ccc(S(N)(=O)=O)cc2)c2cc(Br)ccc21
 : 71	90	77	73	86	44	58	71	78
> Cc1cc(C)c2sc(NC(=O)c3ccccc3)nc2c1
 : 55	58	62	50	63	91	100	58	79
> O=c1[nH][nH]c2cc([N+](=O)[O-])ccc12
 : 73	74&74	63&69	112&116	95&101	99&111	109&111	103&109	106&115
> O=C(NCCCN1CCN(CCCNC(=O)C2CCCCC2)CC1)C1CCCCC1
 : 95	112	111	104	105	101	104	104	92
> Nc1nc(Nc2cccc(Cl)c2)cc(=O)[nH]1
 : 97	103	98	96	101	103	105	100	100
> CCCCCCCN1C(=O)/C(=c2\sc3n(c2=O)NC2C(N=3)N(CC)C(=O)N2CC)c2ccccc21 (stereo not drawn)
 : 72	79	87	99	87	89	109	98	79
> COc1cc2c(c(O)c1OC)C1Cc3ccc(OC)c(OC)c3CN1CC2 (stereo not drawn)
 : 101	84	81	119	93	nt	92	103	nt
> OCC1CCCC1
 : 107	101	100	101	102	112	98	105	96
> COC1C=C(C)Nn2c(nc3c(cnn3-c3ccccc3)c2=O)N1N (stereo not drawn)
 : 85	96	91	72	87	96	104	98	95
> COc1ccc(C2C(C#N)=C(NC(C)=O)Oc3c2ccc2ccccc32)cc1 (stereo not drawn)
 : 83	91	93	85	75	99	103	92	96
> CC(O)COc1ccc(C2CCCCC2)cc1 (stereo not drawn)
 : 76	99&97	101&98	108&100	96&98	113&106	115&109	100&98	102&109
> CC/C(=N\NS(=O)(=O)c1ccc(C)cc1)c1ccccc1
 : 89	106	99	123	105	nt	110	109	nt
> c1ccc(Nc2ccccn2)cc1
 : 92	109	103	101	130	115	100	104	106
> C#CCOc1ccccc1C(Nc1cc(C)ccc1C)c1nnnn1C1CCCCC1 (stereo not drawn)
 : 62	87	85	77	85	88	97	82	92
> OCC(Nc1ncnc2ccc(-c3cnc4cnccn34)cc12)c1ccccc1 (stereo not drawn)
 : 44	90	58	39	68	89	98	81	40
> COC(=O)C1(CS(C)=O)NC(=S)NC(=O)C1C#N (stereo not drawn)
 : 98	102	101	114	105	106	108	105	104
> COc1cc(OC)cc(-c2cc3ccc(N(C)C)cc3c(=O)[nH]2)c1
 : -19*	0.8*	44	29	23	9.4*	-45*	17	53
> CCCC(=O)c1ccc([N+](=O)[O-])o1
 : 86	99	100	105	93	104	116	98	96
> O=C(c1cccc(O)c1)C1C(c2ccc(Br)cc2)C2CCCN2C12C(=O)c1ccccc1C2=O (stereo not drawn)
 : 82	86	92	80	90	93	116	89	94

# 2 of these compounds, set out differently.
Nc1nc(Nc2cccc(Cl)c2)cc(=O)[nH]1
  NCI-H522 = 97
  NCI/ADR-RES = 103
  NCI-H23 = 98
  IGROV1 = 96
  NCI-H226 = 101
  NCI-H460 = 103
  COLO 205 = 105
  KM12 = 100
  NCI-H322M = 100

CCCCCCCN1C(=O)/C(=c2\sc3n(c2=O)NC2C(N=3)N(CC)C(=O)N2CC)c2ccccc21 (stereo not drawn)
  NCI-H522 = 72
  NCI/ADR-RES = 79
  NCI-H23 = 87
  IGROV1 = 99
  NCI-H226 = 87
  NCI-H460 = 89
  COLO 205 = 109
  KM12 = 98
  NCI-H322M = 79

# Already shown: two of the compounds above.
# Screens in order: NCI-H522	NCI/ADR-RES	NCI-H23	IGROV1	NCI-H226	NCI-H460	COLO 205	KM12	NCI-H322M
> c1ccc(Nc2ccccn2)cc1
 : 92	109	103	101	130	115	100	104	106
> C#CCOc1ccccc1C(Nc1cc(C)ccc1C)c1nnnn1C1CCCCC1 (stereo not drawn)
 : 62	87	85	77	85	88	97	82	92

# Next section.
# Screens in order: NCI-H522	NCI/ADR-RES	NCI-H23	IGROV1	NCI-H226	NCI-H460	COLO 205	KM12	NCI-H322M
> CC(C)(O)c1ccccc1CC[C@@H](SC1(CC(=O)O)CC1)c1cccc(/C=C/c2ccc3ccc(Cl)cc3n2)c1
 : 106	103	100	96	108	112	104	115	99
> CC(C)(C)C(CC(=O)/C=C\c1ccccc1)c1ccccc1 (stereo not drawn)
 : 71	89	86	95	99	79	100	93	99
> O=C1C=C(N2CCOCC2)c2cccc3cccc1c23
 : 78	86	92	103	96	101	109	123	108
> COc1cc(CNC(=O)/C=C/C=C/c2ccc3c(c2)OCO3)ccc1O
 : 93	96	100	95	99	100	115	91	96
> Cc1cccc(Cl)c1NC(=O)c1ccc2nc(NC(=O)NCCN(C)C)sc2c1
 : 77	118	103	109	100	107	45	97	101
> COc1ccc2c(c1)OC(N)=C(C#N)C2c1cc(OC)c(OC)c(OC)c1 (stereo not drawn)
 : -28*	-24*	16	7.6*	54	1.6*	-49*	-10*	nt
> CCCCCCCCCCCCNC(=O)[C@H]1CSC(c2cc3ccccc3s2)N1 (stereo partly drawn)
 : 16	-18*	-7.5*	-63*	23	-55*	96	-51*	17
> O=C(C(Cl)Cl)N1CC2CCC(CC2)C1
 : 105	106	101	122	105	107	106	110	110
> CC(=O)NS(=O)(=O)c1ccc(NCc2nc3ccccc3c(=O)[nH]2)cc1
 : nt	101	nt	99	96	102	nt	99	100
> CSc1nc(O)cc(=O)n1C
 : 96	105	100	111	97	108	108	102	101
> CO[C@H]1NC(=O)N(S(=O)(=O)c2ccc3ccccc3c2)[C@@H]1OC
 : 93	103	102	125	109	111	111	100	106
> O=C(NCCNc1cc(-c2cn(-c3ccccc3)nc2-c2cccc(O)c2)ccn1)Nc1cccc(C(F)(F)F)c1
 : 91	98	86	91	100	101	109	91	85
> O=C(N/N=C/C[C@@H]1[C@@H](/C=C/[C@@H](O)CCc2ccccc2)[C@H](OC(=O)c2ccccc2)C[C@@H]1O)c1ccncc1
 : 65	98	104	106	91	103	107	105	93
> CCOC(=O)c1c(Nc2ccccc2)nn2c(-c3ccccc3)c(C#N)cnc12
 : 89	94	nt	103	116	95	118	101	97
> O=C(O)c1ccc(-n2cc(C(=O)O)c(-c3ccc4ccccc4c3)n2)cc1
 : 80	100	95	104	97	105	106	102	97
> CCNc1nc2cc3c(C)c(CC)c(=O)oc3c(C)c2o1
 : 77	101	94	100	103	108	103	101	91
> O=C(/C=C/Nc1ccc(F)cc1F)c1ccc2c(c1)Nc1ccccc1S2
 : 75	57	70	78	53	55	81	52	89
> OC1(c2ccccc2)C(N2CCOCC2)=C(c2ccccc2)c2ccccc21 (stereo not drawn)
 : 89	91	89	87	88	106	119	98	100
> S=c1[nH]ccn1-c1ccccc1Cl
 : -31*	115	112	108	113	117	117	104	133
> COc1ccc(C(=O)CSC(=S)N2CCCCC2)cc1
 : 93	96	99	95	nt	106	113	94	96
> CSC(=O)NNc1nc2ccccc2s1
 : 95	108	94	82	93	114	94	102	90
> O=C1c2ccccc2C(=O)c2c(N=Nc3sc(=S)[nH]c3O)cccc21
 : 87	103	96	101	92	108	107	98	101
> COc1ccc(S(=O)(=O)N2CCN(c3cc4c(cc3F)c(=O)c(C(=O)O)cn4C3CC3)CC2)cc1OC
 : 92	107	112	100	96	115	102	97	96
> CN(C)CCOC(=O)C(C)(C)C
 : nt	110	114	106	98	103	116	106	107
> COC(=O)c1nc(-c2ccc(C)cc2)oc1Sc1ccc(Cl)cc1
 : 68	84	89	101	92	101	108	87	88
> C/C(=N\N=C1/C(=O)Nc2ccc(Cl)cc21)c1ccc2c(c1)Nc1ccccc1S2
 : -34*	-28*	-28*	-8.9*	31	-22*	-42*	-79*	28
> CCN(CC)c1ccc2cc(C(Nc3ccc(C)cc3)c3nnnn3C(C)(C)C)c(=O)oc2c1 (stereo not drawn)
 : 83	91	95	97	85	92	110	103	103
> O=C(O)c1ccc(-n2cc(/C=N/Nc3ccc(F)cc3)c(-c3ccc(F)cc3F)n2)cc1
 : 45	77	85	62	83	89	103	68	80
> CCOC(=O)c1ccc(Nc2ncnc3c2cnn3-c2cccc(F)c2)cc1
 : 92	103	110	99	95	102	113	99	102
> CCCCCCCCCCCCCCCC[N+](C)(C)CCCNS(=O)(=O)c1cccs1
 : 94	101	108	99	100	110	114	103	98
> C[C@]12CC[C@H]3[C@@H](CC=C4C[C@@H](O)CC[C@@]43C)[C@@H]1CC[C@@H]2[C@](C)(O)CCc1cccnc1
 : 37	66	52	81	73	64	71	70	80
